# Assay outcomes as filed in PubChem.
# ARFGAP1 inh: rat ARFGAP1 inhibition. inhibition, % at 16.5 µM. AID 651572. Q62848. Arfgap1-stimulated ARF1 GTP hydrolysis, GDP FP detection. hit rate 0.26% among 360,000;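 active means inhibition above a per-plate limit, mean inhibition of low control wells plus 3 SD, cut at about 25% in these data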;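 further: 0% = DMSO wells with enzyme and 100% = wells lacking Arfgap1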
#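 system = rat Arfgap1 catalytic domain, aa 1-136 | technique = FP, GDP Alexa 633 tracer displaced from anti-GDP antibody, 620/688 nm | compound = one concentration, 16.5 µM, DMSO 1.26% | medium = HEPES-based buffer, pH 7.5 | timing = compound-enzyme preincubation 20 min, reaction 120 min, detection 60 min, 25 °C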
# PG9 Ab binder: PG9 antibody binding by small molecule; hit rate 0.43% among 360,000; inhibition, % at 6.7 µM; TR-FRET gp120-PG9 antibody binding; AID 624416; in the data active means inhibition above about 8.5%
# ASAP1 GAP inh: blocks human ASAP1-stimulated Arf1 GTP hydrolysis | Q9ULH1 | GDP FP detection | hit rate 0.19% among 360,000 | inhibition, % at 16.5 µM; in the data active means inhibition above about 25%;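 further: 0% = vehicle with enzyme and substrate and 100% = no enzyme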
# HTRA1 inhibitor: HTRA1 (human) protease inhibition. hit rate 0.5% among 340,000. recombinant HTRA1, FP-rhodamine activity-based probe, fluorescence polarization. Q92743. inhibition, % at 5.96 µM; in the data active means inhibition above about 36%;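 further: 0% = enzyme with DMSO and 100% = wells lacking enzyme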
# GC-A act: GC-A (human) enzyme activation; hit rate 0.14% among 370,000; HEK293 GC-A cells, cGMP TR-FRET, EC30 ANP; 0% at EC30 ANP, 100% saturating ANP; P16066; activation, % at 10 µM; in the data active means activation above about 40%
# mABHD4 FP: inhibits mouse alpha/beta hydrolase domain 4; Q8VD66; purified mABHD4, FP-Rh probe fluorescence polarization; inhibition, % at 8.92 µM; hit rate 0.54% among 370,000; AID 720543;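 active means inhibition exceeding the mean over every tested compound plus 3 SD, cut at about 30% in these data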;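 further: 0% = plate median of compound wells and 100% = S159A mutant with DMSO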
#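 Test system: mouse ABHD4 enzyme, wild type. Reagent: FP-Rh fluorescent activity-based probe, added after compound pre-incubation. Timing: pre-incubation 45 min, probe exposure 60 min, at 25 °C. Technique: FP readout, ex 525 nm / em 598 nm. Benchmarks: high control S159A mutant with DMSO, low control median of compound wells.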
# NR1D1 modulator: Rev-erb alpha (human) modulation. P20393. Rev-erbα–FITC-DNA binding, fluorescence polarization, 90 min. activity, % at 10 µM. hit rate 0.79% among 370,000. AID 1259318;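 active means activity above about 14%, limit read from the data; passing the limit was not always enough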;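 further: 0% = DMSO wells with 35 nM protein and 100% = DMSO wells with 750 nM protein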
# rCAG binder: r(CAG) repeat RNA binding; TO-PRO-1 dye displacement fluorescence; inhibition, % at 3 µM; hit rate 1.3% among 370,000; AID 651821;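 active means inhibition above the plate cutoff, the mean of all test compounds on that plate plus 3 SD, cut at about 35% in these data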;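 further: 0% = DMSO alone and 100% = 100 µM mitoxantrone as full dye displacement; higher means more dye released from RNA so lower well fluorescence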
# NPR2 activator: GC-B (human) receptor activation | activation, % at 10 µM | hit rate 0.11% among 370,000 | HEK293-GC-B cells, CNP EC30, cGMP TR-FRET; 0% at EC30 CNP, 100% saturating CNP | P20594 | AID 1920062;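 active means activation at 10 µM reaching about 35% in either raw or pattern-adjusted values, limit read from the data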
# Target sequence (P20594 whole entry, looked up): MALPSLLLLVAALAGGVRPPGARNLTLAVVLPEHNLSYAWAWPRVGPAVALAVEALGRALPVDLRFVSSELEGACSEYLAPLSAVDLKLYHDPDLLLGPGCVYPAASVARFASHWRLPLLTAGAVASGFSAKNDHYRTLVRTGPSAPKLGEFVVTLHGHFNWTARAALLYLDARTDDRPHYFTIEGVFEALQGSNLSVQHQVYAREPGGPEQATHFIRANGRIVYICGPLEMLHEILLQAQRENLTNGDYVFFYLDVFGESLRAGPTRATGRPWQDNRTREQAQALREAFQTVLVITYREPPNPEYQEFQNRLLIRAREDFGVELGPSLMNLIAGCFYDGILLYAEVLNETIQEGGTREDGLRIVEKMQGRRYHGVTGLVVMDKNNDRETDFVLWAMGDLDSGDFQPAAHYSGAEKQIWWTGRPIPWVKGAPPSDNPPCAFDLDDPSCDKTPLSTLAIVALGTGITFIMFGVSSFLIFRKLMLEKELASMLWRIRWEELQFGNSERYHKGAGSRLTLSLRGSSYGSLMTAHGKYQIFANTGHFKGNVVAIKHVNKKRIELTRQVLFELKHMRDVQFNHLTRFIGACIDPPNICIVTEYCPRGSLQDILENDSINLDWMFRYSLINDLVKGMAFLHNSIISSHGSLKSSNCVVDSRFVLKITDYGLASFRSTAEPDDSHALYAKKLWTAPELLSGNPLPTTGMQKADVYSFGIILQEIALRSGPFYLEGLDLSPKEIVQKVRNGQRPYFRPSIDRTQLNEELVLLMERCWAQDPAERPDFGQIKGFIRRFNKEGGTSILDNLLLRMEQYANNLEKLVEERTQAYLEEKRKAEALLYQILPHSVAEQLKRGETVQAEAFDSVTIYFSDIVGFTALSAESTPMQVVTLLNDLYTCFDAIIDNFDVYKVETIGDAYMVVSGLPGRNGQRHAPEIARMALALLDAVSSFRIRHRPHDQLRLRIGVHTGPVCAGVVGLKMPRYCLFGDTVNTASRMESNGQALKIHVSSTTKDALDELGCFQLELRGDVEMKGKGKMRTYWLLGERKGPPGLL
# SMARCA2 activ: increases SMARCA2 function in MMTV reporter cells; hit rate 1% among 370,000; activation, % at 9.1 µM; MG213 cells, MMTV-luciferase reporter, dexamethasone, overnight; in the data active means activation above about 7.8%;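 further: 0% = vehicle wells and 100% = reference activator wells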
# Numbers without * were called inactive; · = not tested or not shown.
SMILES,ARFGAP1 inh,PG9 Ab binder,ASAP1 GAP inh,HTRA1 inhibitor,GC-A act,mABHD4 FP,NR1D1 modulator,rCAG binder,NPR2 activator,SMARCA2 activ
CC(NC(=O)C(=O)N1CCOCC1)C(c1cccs1)N1CCN(c2ccccc2F)CC1 (configuration not stated),9,-0.8,4,-5,3,-4,6,-1,-2,0
COc1cc(OC)cc(N(C(=O)c2ccco2)C(C(=O)NC2CCCC2)c2ccc(N3CCOCC3)cc2)c1 (configuration not stated),-2,0.0,2,2,-20,-2,6,2,-20,1
CCCCn1c(SCC(=O)NNC(=O)c2ccccc2)n[nH]c1=O,6,2.2,-9,-6,2,-1,2,2,7,1
CC(C)CCN(C)C1CCN(C(=O)Nc2ccc(Cl)cc2)CC1,·,·,·,·,-1,2,2,0,-2,0
Cc1ccc(-c2nc3ncccn3c2NC(=O)c2ccccc2)cc1,·,·,·,·,-2,9,2,4,5,-1
CCCOc1ccc(-c2nc(C#N)c(NCC3CCCO3)o2)cc1 (configuration not stated),12,-1.0,4,-3,2,1,-5,1,-2,-3
Cn1cccc1-c1cc(C(=O)N/N=C/C=C/c2ccccc2)[nH]n1,6,-3.9,-11,-1,-1,3,0,-2,-1,-1
C=CCN1CCS(=O)(=O)N(Cc2ccccc2)[C@@H](C(C)C)C1=O,3,-0.2,-6,4,1,-6,-8,2,-3,1
Cc1ccc(CN2C(=O)c3ccccc3C2c2nnnn2-c2c(C)cccc2C)cc1 (configuration not stated),-4,-1.4,-12,·,-4,-5,10,3,0,-3
Cc1cccc(N(C)C(=O)CN2C(=O)COc3ccc(S(=O)(=O)N4CCCCCC4)cc32)c1,6,-0.3,-7,-5,-11,-4,-2,-1,-9,-3
COc1ccc(-c2sc(Nc3ccccc3)n[n+]2C)c(C)c1C,4,-1.8,16,2,-6,-5,-7,-6,-3,-2
Cc1cccc(C(=O)NNS(=O)(=O)c2ccc(F)cc2)c1,-8,0.5,-14,0,1,-2,3,-2,5,-3
NC(=O)COc1cc2oc(=O)c3c(c2cc1Cl)CCCC3,13,-0.4,3,1,-20,10,1,2,-7,-2
C/C(=N\NC(=S)NCCc1ccccc1)c1ccc(C#N)cc1,1,0.0,-3,-2,11,-1,4,0,8,-2
O=C(Nc1cc(S(=O)(=O)N2CCOCC2)ccc1O)c1ccc2c(c1)S(=O)(=O)c1ccccc1C2=O,-3,1.1,-1,-3,1,9,7,43*,4,-2
CCCOc1ccccc1N1C(=O)CC(N2CCOCC2)C1=O (configuration not stated),3,0.3,-6,4,2,-4,2,0,-4,-1
COc1ccc(/C=C/C(=O)NCCN=C2NS(=O)(=O)c3ccccc32)cc1,-5,-1.9,-4,-1,-3,-7,3,3,1,-1
O=C(Cn1cncc1-c1ccc([N+](=O)[O-])cc1)Nc1cccc2ccccc12,41*,-0.3,28*,-32,0,-2,-9,15,1,-3
CC(=O)Nc1nonc1NC(=O)c1ccc(F)cc1,-4,-1.5,11,14,5,-1,4,2,0,3
CCn1cc(CNC(=O)c2cc(COc3ccc(F)cc3F)on2)cn1,-4,0.5,6,2,24,4,2,-4,2,-4
CC#CCC(CC#CC)c1nc2ccccc2c(=O)n1N,-6,-2.2,5,-3,-2,5,9,0,2,0
CCCCCCNC(=O)C(C(=O)OCC)C1CCCCC1 (configuration not stated),-6,1.5,6,1,-2,-1,0,-7,2,-2
COc1ccc(CN2CCC[C@]3(N[C@H](c4ccc(C)cc4)[C@@H]4C(=O)N(Cc5ccccc5)C(=O)[C@@H]43)C2=O)cc1,6,1.2,2,-11,0,-4,1,4,7,2
Cc1ccc(S(=O)(=O)Nc2c(O)c3ccccc3oc2=O)cc1,-2,-3.2,1,-8,-1,2,2,1,-2,-2
Cc1ccc(-c2cc(C(F)(F)F)n3ncc(C(=O)N4CCCc5ccccc54)c3n2)cc1,6,0.0,9,-6,-14,-6,2,1,-13,1

# Reprinted from the part before: 6 compounds, then new ones.
SMILES,ARFGAP1 inh,PG9 Ab binder,ASAP1 GAP inh,HTRA1 inhibitor,GC-A act,mABHD4 FP,NR1D1 modulator,rCAG binder,NPR2 activator,SMARCA2 activ
CCn1cc(CNC(=O)c2cc(COc3ccc(F)cc3F)on2)cn1,-4,0.5,6,2,24,4,2,-4,2,-4
CC#CCC(CC#CC)c1nc2ccccc2c(=O)n1N,-6,-2.2,5,-3,-2,5,9,0,2,0
CCCCCCNC(=O)C(C(=O)OCC)C1CCCCC1 (configuration not stated),-6,1.5,6,1,-2,-1,0,-7,2,-2
COc1ccc(CN2CCC[C@]3(N[C@H](c4ccc(C)cc4)[C@@H]4C(=O)N(Cc5ccccc5)C(=O)[C@@H]43)C2=O)cc1,6,1.2,2,-11,0,-4,1,4,7,2
Cc1ccc(S(=O)(=O)Nc2c(O)c3ccccc3oc2=O)cc1,-2,-3.2,1,-8,-1,2,2,1,-2,-2
Cc1ccc(-c2cc(C(F)(F)F)n3ncc(C(=O)N4CCCc5ccccc54)c3n2)cc1,6,0.0,9,-6,-14,-6,2,1,-13,1
COc1ccccc1NC(=O)Cn1nnc(C(=O)NCc2ccc3c(c2)OCO3)c1N,5,-0.4,8,-6,0,-2,-2,-1,3,-1
Cc1c(-c2cccc(Cl)c2)nc2ccccc2c1C(=O)NC1CC1,11,0.0,12,0,8,-1,4,-1,-2,0
CN(C)C(=O)CCc1ccc2c3c([nH]c2c1)[C@]1(CCC2CCCC2)[C@@H](C(=O)N2CCOCC2)C[C@H](CC(=O)NCc2ccco2)C(=O)N1CC3,17,0.3,-1,4,0,-4,0,2,3,-5
COc1ccc(N2C(=O)CC(Sc3nccc(C)n3)C2=O)cc1 (configuration not stated),-3,-0.2,-4,0,0,2,1,0,3,2
CC1CCCCN1C(=O)CSc1nnc2c(n1)[nH]c1ccc(F)cc12 (configuration not stated),8,0.7,2,0,0,0,2,2,0,-2
CCC1=[N+](CC(=O)c2ccc(C)cc2)CCn2cccc21,2,-1.7,-1,30,-1,9,-3,5,-5,-2
CC(C)(C)OC(=O)N1CCC(N[C@@H](Cc2ccccc2)C(=O)NCCc2c[nH]c3ccccc23)(C(=O)NC2CCCCC2)CC1,·,·,·,·,-2,-2,2,·,-1,·
CNC(=O)NC(=O)C(C)Oc1ccccc1F (configuration not stated),6,0.2,-2,10,1,-2,3,-1,1,0
Cn1c(=O)c2cc3ccccc3nc2n(C)c1=O,11,-1.1,-6,3,3,0,3,1,0,-1
O=C(NC(=S)Nc1cccc2cccnc12)c1ccccc1,-11,0.9,-4,-7,1,-4,6,4,0,2
COc1ccc(CNC(=O)CCS(=O)(=O)c2ccc3c(c2)NC(=O)C(C)S3)cc1 (configuration not stated),-7,-1.7,-2,-7,-1,-1,-2,3,0,-3
CN1CCN(CCCCOc2cccc3ccccc23)CC1,8,-0.3,-3,-1,-3,-9,-7,0,1,0
Cc1[nH]n(-c2ccccc2)c(=O)c1N=Nc1ccccc1C(=O)O,1,1.0,-5,-4,3,19,6,33,-2,0
CCOc1ccc(C(C)NC(=S)NC2CCCCC2)cc1OCC (configuration not stated),3,-0.3,0,-3,-5,-4,0,-12,4,1
COc1ccc(Cl)cc1NS(=O)(=O)c1c(C)[nH]c(C)c1C(=O)N1CCCCC1,13,-1.5,3,1,-35,-3,-1,2,-14,-4
Oc1c(C(Nc2cccc(C(F)(F)F)c2)c2cccnc2)ccc2cccnc12 (configuration not stated),0,-3.0,11,22,-6,-1,2,3,-3,-4
COC(=O)[C@H](CCSC)NC(=O)Nc1ccc(C)cc1C,-2,1.0,-4,8,1,-4,-2,-3,1,-3
CC1(C)NC(=O)N(CC(=O)Nc2cc(C(F)(F)F)cc(C(F)(F)F)c2)C1=O,9,-1.8,-4,-3,2,-2,4,-6,4,-2
Cc1nn(Cc2ccc(Cl)cc2)c(C)c1NC(=O)c1cc(-c2ccc3c(c2)OCO3)on1,0,-2.3,6,-27,10,2,-2,5,3,1
O=C(CN(Cc1ccco1)C(=O)CNS(=O)(=O)c1ccc(Cl)cc1)NCc1ccc(F)cc1,13,-0.7,-11,-6,-1,4,1,-6,-3,-3
O=C(NC1CCCC1)C1c2ccccc2OCC(=O)N1Cc1ccc2c(c1)OCO2 (configuration not stated),6,1.1,-12,·,-11,-4,7,0,-8,-3
O=C1C2CC=CCC2C(=O)N1c1ccc(N2CCN(c3ccccn3)CC2)c([N+](=O)[O-])c1 (configuration not stated),8,0.7,8,6,-1,-2,-1,-3,5,-2
O=C(NC(=S)N1CCN(c2ccc(F)cc2)CC1)C12CC3CC(CC(C3)C1)C2,-3,-1.6,-11,-1,3,10,5,3,7,-3
CCOC(=O)N1CCN(C(=O)CSc2nc3c([nH]c4ccccc43)c(=O)n2C)CC1,3,0.5,-6,6,2,6,-1,0,-6,-3
O=S(=O)(NN1CCOCC1)c1cc(Cl)cc(Cl)c1O,-1,-1.1,-1,-1,3,3,2,0,-3,0
COc1cccc(OC)c1OCCCN1CCC(Cc2ccccc2)CC1,-5,-0.2,0,8,-12,5,2,-7,-3,-3
O=S1(=O)CCN(Cc2ccc(Cl)c(Cl)c2)CC1,-16,-1.8,12,-1,0,0,0,0,5,2
O=C(CN1C(=O)NC(Cc2c[nH]c3ccccc23)C1=O)Nc1ccc(F)c(F)c1F (configuration not stated),4,-4.5,8,0,0,0,6,1,2,6

# 3 compounds from above, arranged by heavy-atom count, lowest first:
SMILES,ARFGAP1 inh,PG9 Ab binder,ASAP1 GAP inh,HTRA1 inhibitor,GC-A act,mABHD4 FP,NR1D1 modulator,rCAG binder,NPR2 activator,SMARCA2 activ
O=S(=O)(NN1CCOCC1)c1cc(Cl)cc(Cl)c1O,-1,-1.1,-1,-1,3,3,2,0,-3,0
COc1ccc(Cl)cc1NS(=O)(=O)c1c(C)[nH]c(C)c1C(=O)N1CCCCC1,13,-1.5,3,1,-35,-3,-1,2,-14,-4
Cc1nn(Cc2ccc(Cl)cc2)c(C)c1NC(=O)c1cc(-c2ccc3c(c2)OCO3)on1,0,-2.3,6,-27,10,2,-2,5,3,1

# 2 entries from above, with bars between the fields.
structure | ARFGAP1 inh | PG9 Ab binder | ASAP1 GAP inh | HTRA1 inhibitor | GC-A act | mABHD4 FP | NR1D1 modulator | rCAG binder | NPR2 activator | SMARCA2 activ
O=S1(=O)CCN(Cc2ccc(Cl)c(Cl)c2)CC1 | -16 | -1.8 | 12 | -1 | 0 | 0 | 0 | 0 | 5 | 2
O=C(CN1C(=O)NC(Cc2c[nH]c3ccccc23)C1=O)Nc1ccc(F)c(F)c1F (configuration not stated) | 4 | -4.5 | 8 | 0 | 0 | 0 | 6 | 1 | 2 | 6

# The order is random (roughly 4.4% active in at least one column).
